GSK3B inh = human GSK3beta kinase inhibition | P49841 | GST-GSK3beta kinase, ADP-Glo luminescence, 60 min; stronger effect = lower value | activity score (negative = inhibition), % at 10 µM | hit rate 0.038% among 300,000;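 active = more than half of replicate wells score below -50%, meaning over 50% inhibition versus plate controls; inconclusive = some replicates but at most half score below -50%; inactive = no replicate scores below -50%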;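 note: 0% = median DMSO wells and -100% = median GW8510 positive control wells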
Target sequence (P49841 whole entry, looked up): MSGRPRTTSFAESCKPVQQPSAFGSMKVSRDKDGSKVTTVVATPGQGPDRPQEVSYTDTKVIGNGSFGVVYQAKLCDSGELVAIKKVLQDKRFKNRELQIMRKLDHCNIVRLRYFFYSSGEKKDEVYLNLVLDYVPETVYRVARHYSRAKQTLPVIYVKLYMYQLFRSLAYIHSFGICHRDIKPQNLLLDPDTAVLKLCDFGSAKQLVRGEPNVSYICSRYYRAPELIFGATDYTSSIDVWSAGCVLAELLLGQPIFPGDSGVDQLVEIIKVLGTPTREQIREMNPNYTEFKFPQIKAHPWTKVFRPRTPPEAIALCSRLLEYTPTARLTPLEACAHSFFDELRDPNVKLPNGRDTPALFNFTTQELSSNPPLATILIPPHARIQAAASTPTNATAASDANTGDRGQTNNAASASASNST
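Test system – GST-tagged human GSK3beta kinase, cell-free · Incubation – 60 min enzyme reaction, room temperature · Signal – ADP-Glo luminescence · Also added – peptide substrate and ATP at 25 µM · Controls – DMSO neutral wells and GW8510 at 20 µM as positive · Buffer or medium – Tris/MgCl2 kinase buffer · Measure – Luminescence-derived activity versus plate DMSO and GW8510 wells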
HSF1 inh = HSF1 inhibition | activity change, negative = inhibition, % at 7.5 µM (by protocol) | hit rate 0.77% among 300,000 | AID 2098 | NIH3T3-HGL HSE-luciferase, MG132-induced, luminescence 8 h; stronger effect = lower value;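 active = more than half of replicate wells show activity change below -50%, luminescence cut by over half; inconclusive = some wells, but at most half, below -50%; inactive = no replicate well below -50%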;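 note: luciferase reports HSF-1 transcriptional activity via heat shock element; 0% = median of DMSO wells and -100% = zero luminescence signal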
AI-2 QS modul = modulators of Vibrio harveyi AI-2 quorum sensing system; Vibrio harveyi JMH597 AI-2 luminescence/OD600 ratio, 9 h; stronger effect = lower value; strain lacks LuxN and CqsS sensors; 0 = neutral-control median; activity change, % at 7.5 µM; hit rate 0.4% among 300,000; in the data active = activity change below about -75%, passing the limit was not always enough; inconclusive = no clear call, values can overlap the other calls;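 note: luminescence divided by OD600 gain over 9 h not by final OD600 alone; inactives centre near 13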
HDAC3 inhib = blocks human histone deacetylase 3; recombinant HDAC3, fluorogenic peptide/trypsin coupled, fluorescence; O15379; inhibition, % at 8.3 µM; hit rate 0.15% among 320,000; in the data active = inhibition above about 26%, passing the limit was not always enough; inconclusive = no clear call, values can overlap the other calls
Target sequence (O15379 whole entry, looked up): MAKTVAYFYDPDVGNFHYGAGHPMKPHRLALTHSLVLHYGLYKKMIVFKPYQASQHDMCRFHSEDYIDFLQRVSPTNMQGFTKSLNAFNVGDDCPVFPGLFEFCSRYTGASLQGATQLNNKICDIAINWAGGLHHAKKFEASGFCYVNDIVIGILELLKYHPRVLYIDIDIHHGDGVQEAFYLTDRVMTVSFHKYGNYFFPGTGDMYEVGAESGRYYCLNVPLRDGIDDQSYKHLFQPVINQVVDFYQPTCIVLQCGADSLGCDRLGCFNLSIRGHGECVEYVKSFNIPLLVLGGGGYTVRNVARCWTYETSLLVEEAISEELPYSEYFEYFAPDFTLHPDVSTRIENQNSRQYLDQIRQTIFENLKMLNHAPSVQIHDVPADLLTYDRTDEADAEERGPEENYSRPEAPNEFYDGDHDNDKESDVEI
PolyA inh = inhibitors of polyadenylation in S. cerevisiae; hit rate 0.02% among 300,000; S. cerevisiae SKY197-pL101 polyadenylation reporter, beta-gal luminescence; efflux-impaired pdr1/pdr3 knockout yeast; score 100 = 6 SD above DMSO; calls only at 12 µM;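 active = lowest replicate activity score at least 50, where 100 means six control SD above control mean; inconclusive = lowest score under 50 but half or more replicates reach 50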;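 note: yeast exposed to compound for 9 h at 30 °C; higher score means more reporter readthrough which indicates perturbed polyadenylation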
HSP90 refold inh = inhibitors of HSP90 luciferase refolding in rabbit reticulocyte lysate | luciferase refolding luminescence, 3 h | inhibition, % at 5.6 µM | hit rate 0.91% among 290,000 | AID 1789;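 active = inhibition above the screen-wide mean plus 3 SD, computed separately per campaign, cut at about 16% in these data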;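 note: 0% = DMSO wells and 100% = 60 µM geldanamycin wells; inhibitors lower the luminescence because luciferase stays unfolded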
Platelet DG rel = platelet dense granule release activity. hit rate 0.22% among 300,000. inhibition, %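 (compounds screened at 7.5 µM in platelet-rich plasma)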. human platelet-rich plasma, SFLLRN dense granule ATP release, luminescence;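 active = mean replicate score, as percent of positive control, at or above 50; inconclusive = mean below 50 but at least one replicate at or above 50; inactive = mean and every replicate below 50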
HSF1 activator = increases HSF-1 driven luciferase reporter signal; hit rate 1.7% among 300,000; AID 504408; NIH3T3-HGL HSF-1 luciferase reporter, MG132, 8 h; 100% = twice DMSO control signal; activation, % at 9 µM;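 active = mean replicate activation of at least 50% with a set share of replicates each reaching 50%; inconclusive = only one of those two conditions met; inactive = mean below 50% and too few replicates reaching it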;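 note: 0% = median of the neutral control wells and 100% = twice that signal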
GSK3 alpha inh = human GSK-3 alpha kinase inhibition | P49840 | ADP-Glo luminescence, 60 min | inhibition, % at 10 µM | hit rate 0.1% among 320,000;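 in the data active = inhibition above about 50%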;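 note: GST-tagged GSK-3 alpha with peptide substrate and 25 µM ATP; 0% = DMSO neutral wells and 100% = GW8510 positive control wells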
DYRK1A inh = inhibitors of rat Dyrk1A kinase. Q63470. inhibition, % at 12.5 µM. hit rate 0.43% among 310,000. ADP-Glo luminescence, NFATc1 peptide; in the data active = inhibition above about 50%;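 note: plate controls were vehicle with enzyme for no effect and no enzyme for full effect; many of its hits are not listed in these tables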
The depositor's hits bear a star; i = inactive; ? = inconclusive; nt = not tested or not shown; & = joins results of further samples. These rows are one share of the data. The share of hits here may be higher or lower than overall.

GSK3B inh	HSF1 inh	AI-2 QS modul	HDAC3 inhib	PolyA inh	HSP90 refold inh	Platelet DG rel	HSF1 activator	GSK3 alpha inh	DYRK1A inh	compound
2	5	-1	2	i	1	-1	3	-1	nt	CCC(C)[C@H](NC(=O)N1CCn2c1nc1ccccc12)C(=O)NCc1ccccc1 (stereo not given in full)
-1	-7	29	2	i	-1	-1	2	8	4	C#CCOc1c(Br)cc(/C=N\NC(=O)CN2CCOCC2)cc1OCC
2	-7	14	-1	i	-4	18	-5	-3	-8	C=CCNC(=S)NNC(=O)c1ccccc1OCC
0	-16	-10	-1	i	6	-17	-26	6	-8	CN(c1ccccc1)S(=O)(=O)c1ccc(Cl)nc1
-4	-3	39	-8	i	2	0	-2	-2	4	CC(C)[C@H](NC(=O)N1CC(=O)Nc2ccccc21)C(=O)N[C@H](Cc1ccccc1)C(=O)O
2	-7	-38	1	i	-9	-4	-28	6	-12	O=[N+]([O-])c1ccc(N2CCN(CC(O)COc3ccccc3)CC2)cc1 (stereo not given)
-4	-21	-12	-17	i	22*	4	-26	7	-16	COc1ccccc1N1CCN(C(=O)CSc2ncccc2-c2nc3ccccc3[nH]2)CC1
-6	-4	7	1	i	6	-7	-24	0	1	CCN(CC)CCN(Cc1cc2cc3c(cc2[nH]c1=O)OCCO3)C(=O)NC1CCCCC1
3	-3	14	-13	i	0	3	4	0	-3	Cc1c(-c2ccccc2)cn2c1-c1ccc(C)n1CC2
0	9	1	18	i	-4	1	-7	16	-7	CCOC(=O)c1c(N)sc(C(O)(C(F)(F)F)C(F)(F)F)c1-c1ccc(F)cc1
-1	10	11	-2	i	3	-3	-1	0	nt	Cc1ccc(C(=O)Nc2cccnc2)cc1Cl
1	-6	18	2	i	-1	-4	-11	0	-4	CCN1CCN(C(CNC(=O)c2ccc3c(c2)OCO3)c2cccnc2)CC1 (stereo not given)
-1	-13	28	-1	i	4	7	-9	8	-2	CCN(Cc1ccncc1)C(=O)CC1C(=O)NCCN1Cc1ccc(F)c(F)c1 (stereo not given)
1	-12	12	-1	i	2	1	-12	-2	nt	O=S1(=O)CCN(C(CCO)c2cccc(C(F)(F)F)c2)CC1 (stereo not given)
0	1	19	-8	i	0	-17	-8	0	nt	O=C1CCCN1CCC1CCN(C2CC(=O)N(Cc3ccc(N4CCCC4=O)cc3)C2=O)CC1 (stereo not given)
4	18	8	2	i	0	-2	37	-2	20	COc1cccc(-c2csc(NC(=O)C3CC3)n2)c1
3	12	16	3	i	9	-4	18	-1	-3	CCN(CC)S(=O)(=O)c1ccc2oc(C(=O)NCc3ccc(C)cc3)c(C)c2c1
-1	52	19	2	i	0	-17	84*	19	-1&1	C/C(N)=C(/C#N)C(=O)COC(=O)c1cc(C)n(-c2ccc(F)cc2)c1C
-1	-1	9	-16	i	-1	2	-1	-8	-8	Cc1cc(SCc2ccccc2Cl)nc(=O)[nH]1
-1	9	28	-11	i	-3	0	15	8	4	CC(C)Oc1ccc2c3c(c(=O)oc2c1)CCC3
4	-43	15	2	i	0	4	-48	-2	-17	Cc1ccc(S(=O)(=O)N2CCN(c3nccnc3C#N)CC2)cc1
-4	2	23	9	i	2	2	-4	nt	19	O=c1oc2ccccc2c(O)c1C=NCc1ccccn1
-6	9	16	1	i	28*	8	22	-4	6	CCOc1ccc(OCc2ccc(C(=O)Nc3cccnc3)o2)cc1
-3	4	19	-2	i	0	6	-6	-1	nt	CC1CN(CC(=O)Nc2ccc([N+](=O)[O-])cc2Br)CC(C)O1 (stereo not given)
1	8	21	-7	i	1	4	-3	-2	8	O=C(c1cccs1)N(c1ccc(Br)cc1)C1C=CS(=O)(=O)C1 (stereo not given)
4	3	16	3	i	0	-4	14	-3	-1	COc1ccc([N+](=O)[O-])cc1NC(=O)CCN1CCN(c2ccccc2)CC1
0	-4	-5	-5	i	-2	5	-2	1	-3	Cc1c(N(CC(=O)O)S(=O)(=O)c2ccccc2)c(=O)n(-c2ccccc2)n1C
3	5	8	-1	i	2	-10	11	0	1	COC(=O)c1ccc(/C=C2\Oc3ccccc3NC2=O)cc1
1	-2	11	4	i	1	-4	0	-3	4	CCOC(=O)N1CCN(C2CC(=O)N(c3ccc(C)cc3)C2=O)CC1 (stereo not given)
5	2	17	11	i	-3	2	-10	-7	-6	C=CCNC(=O)c1onc(CSc2ccccc2C)c1C(=O)O
-3	0	17	-2	i	2	0	-9	1	-6	Cc1cc(C)cc(OCC(=O)NCc2nc(-c3ccccc3)no2)c1
-1	7	24	-5	i	1	-10	12	0	-2	Cc1ccc(F)cc1CNC(=O)C1CCC(=O)N(CCCN2CCCC2=O)C1 (stereo not given)
0	5	-6	-4	i	1	-1	10	-3	0	O=C(O)CCCCCN1C(=O)CCC1=O
4	9	7	-7	i	3	2	14	-3	5	O=C(c1ccco1)N1CCN(Cc2c(F)cccc2Cl)CC1
-3	5	14	0	i	6	2	-4	-4	-3	CCN1CCN(C(c2cccs2)C(C)NS(=O)(=O)c2ccc(C)cc2)CC1 (stereo not given)
2	nt	4	-1	i	-2	nt	nt	-5	7	CCCOc1ccc(S(=O)(=O)NCCCN2CCOCC2)c2ccccc12
2	30	25	0	i	6	-2	?	0	3	O=C(CSc1cccc[n+]1[O-])c1ccccc1Br
-3	-6	4	-5	i	0	13	-10	-3	4	CCN(CC)CCOCCOc1ccccc1F
-3	0	1	-2	i	nt	14	-1	0	-1	O=C(CSc1nnc2ccc(-c3cccnc3)nn12)Nc1ccc(F)cc1
0	7	-18	2	i	-2	-8	43	0	-6	CCNc1nnc(CSc2nc3ccccc3s2)s1
-1	-2	9	-1	i	-2	2	1	0	-3	COC(=O)c1ccc(NC(=O)CSc2nnc(C(C)NC(=O)c3ccccc3Cl)n2C)cc1 (stereo not given)
1	2	22	6	i	2	-2	9	-1	nt	COc1ccccc1NC(=S)NC(NC(=O)CC(C)C)C(Cl)(Cl)Cl (stereo not given)
4	55	19	4	i	3	-6	71*	-13	-10	COc1cc(NC(=O)c2ccccc2Cl)ccc1NC(=O)c1ccco1
1	5	33	?	i	-1	0	37	-4	-5	CC1CCCCN1S(=O)(=O)c1ccc(S(=O)(=O)NCCc2ccncc2)cc1 (stereo not given)
-1	9	15	?	i	9	4	14	2	-1	COc1cccc(NC(=S)N2CCn3cccc3C2c2cccnc2)c1 (stereo not given)
5	22	19	1	i	2	0	20	-2	-1	O=C(CSc1nnc(-c2n[nH]c3ccccc23)n1-c1ccccc1)Nc1cccc(Cl)c1
0	14	6	4	i	-5	-7	41	7	1	Cc1cccc2c1NC(=O)C2=Nc1ccc(Cl)cc1
-3	-3	16	3	i	-2	-31	18	-2	nt	CCCCc1cc2c(c(NC(C)=O)n1)c(=O)oc1ccccc12
-1	10	13	3	i	-3	-4	3	-4	4	O=C(COc1ccccc1)NC(=S)Nc1cccc(NC(=O)c2ccccc2Cl)c1
-5	7	17	1	nt	-2	-25	2	0	1	COc1ccc(S(=O)(=O)NN=C2CCCCC2)cc1

Other records.
GSK3B inh	HSF1 inh	AI-2 QS modul	HDAC3 inhib	PolyA inh	HSP90 refold inh	Platelet DG rel	HSF1 activator	GSK3 alpha inh	DYRK1A inh	compound
-2	0	32	-15	i	1	-8	2	5	-4	Cc1ccc2nc(-c3ccc(N4C(=N)SC5CS(=O)(=O)CC54)cc3)sc2c1 (stereo not given)
6	-1	40	-1	i	-7	3	-3	-4	-1	O=C(OCC(=O)N1CCCC1=O)c1cccc(S(=O)(=O)N2CCOCC2)c1
3	8	15	9	i	2	1	31	-1	-3	Cc1ccc(/C=N/NC(=O)c2sccc2OCc2ccc(F)cc2)cc1
-2	-6	22	-3	i	0	1	-5	-3	-4	O=C(NC1(C(F)(F)F)NC(=O)N(Cc2ccccc2)C1=O)c1cccnc1 (stereo not given)
3	-9	20	?	i	3	-3	-10	-4	-2	Cc1ccc(CSc2nc3ccncc3n2CC(=O)Nc2cc(C)cc(C)c2)cc1
0	1	10	5	i	-1	3	11	0	-1	COc1ccccc1CN(C)CC(=O)Nc1ccccc1-c1ccccc1
2	-29	8	?	i	-3	-1	-44	-1	-8	CCOc1ccc(NC(=O)CN2C(=O)CCSc3ccc(S(=O)(=O)N4CCCC4)cc32)cc1
-1	16	18	10	i	-1	16	33	0	11	CCc1ccc(C2CC(=O)NC(SCC(=O)OC(C)C)=C2C#N)cc1 (stereo not given)
-1	14	-4	1	i	nt	-15	17	-1	0	Cc1cc(C(=O)Cn2cnc3ccccc3c2=O)c(C)n1C1CC1
-3	-4	9	-2	i	0	3	29	0	9	Cc1nn2c(NCCN(C)C)c3c(nc2c1-c1ccccc1)CCC3
-28	5	28	-4	i	-5	9	16	-1	-2	COC(=O)c1ccc2c(=O)n(CC3CCCO3)c(SCC(=O)Nc3ccccc3Cl)nc2c1 (stereo not given)
0	8	32	4	i	3	-9	0	8	-5	CC(=O)N1CCN(Cc2nc3cc(NC(=O)c4cccs4)ccc3n2C)CC1
-4	4	1	0	i	1	1	-8	-2	11	CSc1cccc(CN2CCC(CCC(=O)NC3CC3)CC2)c1
0	7	7	-1	i	-2	-2	37	3	3	COc1cccc(CNC(=O)CNC(=O)N2CC(=O)Nc3ccccc32)c1
2	3	14	-4	i	-1	-21	23	1	nt	CC1(C)Cc2c(cnn2-c2ccccc2)C(NC(=O)CCc2ccncc2)C1 (stereo not given)
0	-6	26	-1	i	1	0	-11	5	2	COc1c(Br)cc(Br)cc1/C=C1/C(=O)N=C(N)N1C
-5	14	-89*	8	i	3	5	1	-2	2	Nc1ccccc1S(=O)(=O)NCCCCc1ccccc1
1	-9	1	4	i	nt	-30	7	-1	5	Cc1cc(S(=O)(=O)Nc2ccc(C(=O)N3CC(C)OC(C)C3)cc2)ccc1F (stereo not given)
1	2	-11	2	i	1	3	-18	-2	0	COc1ccc(NC(=O)CSc2nc(-c3ccco3)nc3cc(=O)[nH]n23)cc1Cl
0	2	-5	4	i	-3	-2	21	-2	13	COc1c(Cl)cc(C(=O)Nc2ccccc2C(=O)O)cc1Cl
-23	-5	23	-15	i	nt	3	-17	2	17	Cc1cc(C)c(NC(=O)CNC(=O)CN2C(=O)NC3(CCCc4ccccc43)C2=O)c(C)c1 (stereo not given)
0	1	27	3	i	nt	-5	11	nt	3	COc1ccc([C@@H]2[C@@H]3C(=O)N(C(C)(C)C)C(=O)[C@@H]3[C@]3(Cc4ccc(Cl)cc4)C(=O)N(c4ccc(OC)cc4)C(=O)N23)cc1

Bioassay records from PubChem BioAssay.
